# Screens as filed in PubChem BioAssay.
# SMN2 splice up – qHTS Assay for Enhancers of SMN2 Splice Variant Expression | 210,000 tested, 2.8% active | HEK293 SMN2-luciferase splicing reporter, luminescence, 30-36 h | Potency, µM (doses to about 46.1 µM), without a hit: at the top dose activity change, positive = activation, usual class: activators; further: % of control where 0% means no effect; nearly all actives have a fitted effect of over 55% in size
#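 HEK293 cells carry an SMN2 […]–luciferase reporter in which exon 7 inclusion puts luciferase in frame. Cells were plated 10-12 h before compound addition, then incubated 30-36 h at 37C. ONE-Glo luminescence was read; sodium butyrate at 4.5 mM final served as control.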
# Lamin A splicing – qHTS Assay for Modulators of Lamin A Splicing; 200,000 tested, 0.01% active; AID 1487, 2009; HeLa LMNA splicing GFP/RFP minigene ratio, 48 h; Potency, µM (highest dose often 46.1 µM), inactives show top-dose ratio change, negative = inhibition, actives largely listed as inhibitors; active means well fitted inhibition curve with a large enough effect in the signal ratio, with a control signal flat, not every such curve was filed as active; inconclusive means small, poorly fitted or top-dose-only effect, or effect the other way, or a change in a side signal; the % refers to the signal ratio; further: on the % scale 0 is the no-effect control and ±100 the full control effect
#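 S3 HeLa cells stably expressing lamin A-EGFP splicing minigene plus DsRed2, 600 cells/well, 48 h compound exposure at 37C. Laser-scanning cytometry; analysed as GFP (500-530 nm)/RFP (575-640 nm) total intensity ratio; 0.5% DMSO vehicle.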
# ALDH1A1 block – qHTS Assay for Inhibitors of Aldehyde Dehydrogenase 1 (ALDH1A1). Aldehyde dehydrogenase 1A1 (Homo sapiens), P00352. Purified ALDH1A1, NADH fluorescence, propionaldehyde substrate. 220,000 tested, 7.3% active. Potency, µM (doses to about 75.3 µM), for inactives: at the top dose activity, negative = inhibition, usual class: inhibitors. AID 1030, 2008; active means well fitted inhibition curve with a large enough effect, not every such curve was filed as active; inconclusive means small, poorly fitted or top-dose-only effect, or another doubt; inactive means no such curve, though single readings can be large or run the other way;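 further: plate controls were no enzyme wells and a reference inhibitor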
# GoLoco inh red – qHTS Assay for Inhibitors of RGS12 GoLoco Motif Activity (Red Fluorophore); Gai1:RGS12 GoLoco peptide FP, rhodamine, 10 min; Potency, µM (titrated, usually from 61.6 µM), for inactives: top-dose activity, negative = inhibition, most hits filed as inhibitors; 230,000 tested, 0.44% active; AID 880, 2007; active means well fitted inhibition curve with a large enough effect, not every such curve was filed as active; inactive means no such curve, though single readings can be large or run the other way; further: on the % scale 0 is the no-effect control and ±100 the full control effect; nearly all actives have a fitted effect of over 30% in size; many of its hits are not listed in these tables
# RECQ1 inh – qHTS Assay for Inhibitors of RecQ-Like Dna Helicase 1 (RECQ1) | ATP-dependent DNA helicase Q1 (Homo sapiens), P46063 | RECQ1 DNA unwinding, red fluorescence kinetic read | Potency, µM (series often up to 57.3 µM), inactives show at the top dose activity, negative = inhibition, usual class: inhibitors | 240,000 tested, 0.54% active;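 further: plate controls were vehicle for no effect and no enzyme for full effect; nearly all actives have a fitted effect of over 30% in size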
#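 50 nM RECQ1T1 preincubated 15 min with compound in Tris pH 8.0 buffer with MgCl2, DTT, Tween-20 and 2.5 ug/ml poly(dI-dC); started with 200 nM TAMRA/BHQ-2 forked duplex and 2 mM ATP. Unwinding read as fluorescence (525/598 nm), two reads 2 h apart.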
# JMJD2E inh – qHTS Assay for Inhibitors of Human Jumonji Domain Containing 2E (JMJD2E) | Potency, µM (top dose mostly 57.1 µM), without a hit: at the highest dose activity change, negative = inhibition, hits mostly inhibitors | 230,000 tested, 1.6% active | Lysine-specific demethylase 4E (Homo sapiens), B2RXH2 | JMJD2E catalytic domain, FDH-coupled NADH fluorescence (FDH is formaldehyde dehydrogenase) | AID 2147, 2009; active means well fitted inhibition curve with a large enough effect, not every such curve was filed as active; inconclusive means small, poorly fitted or top-dose-only effect, or another doubt; inactive means no such curve, though single readings can be large or run the other way;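 further: 0% = wells with enzyme and -100% = buffer wells without enzyme; nearly all actives have a fitted effect of over 50% in size; many of its hits are not listed in these tables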
# Target sequence (B2RXH2 1-337 limits assumed): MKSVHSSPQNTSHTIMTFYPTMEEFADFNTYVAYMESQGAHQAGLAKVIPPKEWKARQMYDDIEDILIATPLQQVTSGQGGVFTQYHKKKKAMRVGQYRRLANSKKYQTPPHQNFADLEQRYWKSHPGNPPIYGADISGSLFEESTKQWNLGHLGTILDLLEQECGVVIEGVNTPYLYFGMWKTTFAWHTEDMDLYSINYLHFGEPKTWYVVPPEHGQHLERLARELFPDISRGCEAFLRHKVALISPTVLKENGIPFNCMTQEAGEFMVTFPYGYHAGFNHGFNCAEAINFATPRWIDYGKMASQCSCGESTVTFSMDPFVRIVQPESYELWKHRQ
# TRb-SRC2 inh – qHTS for Inhibitors of the Interaction of Thyroid Hormone Receptor and Steroid Receptor Coregulator 2. AID 1469, 2008. 280,000 tested, 0.065% active. Potency, µM (titrated, usually from 106 µM), for the others: top-dose activity change, negative = inhibition, most hits filed as inhibitors. TRbeta-SRC2 peptide binding, fluorescence polarization; receptor liganded with 1 µM T3. Thyroid hormone receptor beta (Homo sapiens), P10828;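 further: plate controls were bound peptide for no effect and peptide without receptor for full effect; nearly all actives have a fitted effect of over 50% in size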
# Target sequence (P10828 whole entry, looked up): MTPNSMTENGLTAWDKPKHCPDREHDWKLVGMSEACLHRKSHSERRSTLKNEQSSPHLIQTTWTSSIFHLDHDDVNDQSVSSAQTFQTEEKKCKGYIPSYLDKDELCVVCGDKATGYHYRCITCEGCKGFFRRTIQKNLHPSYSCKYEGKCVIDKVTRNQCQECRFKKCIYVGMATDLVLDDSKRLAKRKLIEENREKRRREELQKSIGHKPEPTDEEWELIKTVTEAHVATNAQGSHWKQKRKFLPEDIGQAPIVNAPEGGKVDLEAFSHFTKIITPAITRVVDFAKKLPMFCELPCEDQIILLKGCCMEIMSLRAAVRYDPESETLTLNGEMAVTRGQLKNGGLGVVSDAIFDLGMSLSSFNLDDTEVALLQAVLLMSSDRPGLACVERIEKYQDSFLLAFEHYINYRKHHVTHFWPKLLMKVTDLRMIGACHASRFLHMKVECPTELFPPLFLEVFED
#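 Decrease in fluorescence polarization of 20 nM Texas Red SRC2 coactivator peptide flagged inhibition of its binding to 0.6 uM TRb LBD; 1 uM T3 included, incubation 5 hr, ex 555/em 632 nm.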
# TR SRC2 fluor cs – Total Fluorescence Counterscreen for Inhibitors of the Interaction of Thyroid Hormone Receptor and Steroid Receptor Coregulator 2 | AID 1479, 2009 | Potency, µM (series often up to 106 µM), for the others: at the top dose fluorescence change, negative = quenching | TRb/SRC2 Texas Red total fluorescence interference | 280,000 tested, 0.29% active; active means well fitted curve in either direction with a large enough effect; inconclusive means small, poorly fitted or top-dose-only effect; further: on the % scale 0 is the no-effect control and ±100 the full control effect
#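 Human TRb ligand-binding domain at 0.6 uM with 20 nM Texas Red SRC2 peptide in Tris buffer containing 1 uM T3 and 5% DMSO, incubated with compound 5 h at ambient temperature. Total fluorescence (555/632 nm) calculated as parallel + 2 × perpendicular.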
# Starred values were filed as active, the others as inactive; i = inactive; ? = inconclusive; nt = no result given; & = joins results of further samples; [ ] = dose if it differs, or a comment. Unless noted, the call rests on the fitted dose curve; in most records, active means well fitted curve in the direction sought with a large enough effect; inconclusive means small, poorly fitted or top-dose-only effect, or another doubt; inactive means no such curve, though single readings can be large; an effect the other way counts as inactive or inconclusive. Potency means the concentration at half of the fitted maximal effect. A portion of the library; rates above refer to the full screens.
SMILES,SMN2 splice up,Lamin A splicing,ALDH1A1 block,GoLoco inh red,RECQ1 inh,JMJD2E inh,TRb-SRC2 inh,TR SRC2 fluor cs
N#Cc1c(-c2ccccc2Cl)c2c([nH]c1=O)-c1ccccc1OC2,nt,nt,nt,5%,-2%,?,-9%,-2%
CN(C)Cc1ccccc1Cc1ccccc1,2%,0%,2%,13%,-4%,14%,-2%,-1%
C[C@@H]1O[C@@H](O[C@H]2[C@H](Oc3cc(O)c4c(c3)O[C@H](c3ccc(O)cc3)CC4=O)O[C@H](CO)[C@@H](O)[C@@H]2O)[C@H](O)[C@H](O)[C@H]1O,4%,nt,0%&2%,5%&7%,-1%&-2%,-2%&-11%,-6%&5%,-4%&0%
CC1(C)CC(=O)C=C(Nc2cccc(O)c2)C1,-37%,11%,1%,0%,-13%,4%,0%,2%
CC(C)COC(=O)CCn1[nH]c(=O)c2ccccc2c1=O,-2%,-2%,4%,-2%,-2%,-10%,-15%,-1%
Nn1cc(-c2ccccc2)nc1SCC(=O)NCCN1C(=O)CSC1=O,-2%,9%,?,-2%,7%,4%,6%,-3%
COc1c(C(C)C)cc(NC(C)=O)cc1C(C)C,-7%,-1%,2%,5%,2%,5%,-1%,1%
Cn1ccs/c1=N\C(=O)Nc1ccccc1,nt,nt,1%,4%,i,-3%,3%,-1%
O=C1C(Cc2ccccc2)SC(=Nc2ccccc2)N1c1ccccc1 (stereo not given),7%,-4%[0.0737 µM],-5%,-4%,-19%,-8%,0%,1%
O=C(CCS(=O)(=O)c1cc(Br)cc2c1N(C(=O)C1CC1)CC2)N1CCN(c2ccccn2)CC1,1%,nt,1%,-4%,i,-6%,-10%,-2%
CCc1nnc(NS(=O)(=O)c2ccc(NC(=S)NC(=O)/C=C/c3ccc(F)cc3)cc2)s1,-10%,-24%,?,5%,-29%,2%,5%,5%
CCOc1ncccc1C(=O)N1CCN(Cc2ccc3c(c2)OCO3)CC1,-3%,0%,11%,7%,-15%,14%,0%,-1%
COc1ccc(OC)c(NC(=O)CSc2nnc(Cc3cccn3C)n2CCc2ccccc2)c1,nt,?,8%,nt,i,-1%,0%,-2%
O=C(Nc1ccccc1)N1CC[C@@]2(CCCN(C(=O)c3cccc(F)c3)C2)C1,4%,nt,-3%,0%,-7%,nt,nt,nt
CC12C=CC3(CN(Cc4ccccc4)C(=O)C3C1C(=O)NC1CC1)O2 (stereo not given),1%,21%,?,-9%,-2%,4%,8%,1%
COC(=O)c1nn(-c2ccc(OC)cc2)c(=O)cc1Sc1ccc(C)cc1,0%,9%[46 µM],?,-5%,i,-16%,-1%,1%
Cc1[nH]c(=S)[nH]c(=O)c1Cc1ccccc1,-15%,11%,-1%,8%,-3%,3%,1%,-4%
CCC(C)NC(=O)CCn1c(-c2ccc(F)cc2)cc(C(C)=O)c1C (stereo not given),7%,nt,?,5%,-1%,-4%,4%,1%
O=C(Nc1cccc(S(=O)(=O)N2CCOCC2)c1)c1ccc(N2CCOCC2)c([N+](=O)[O-])c1,-24%,?,?,1%,-5%,4%,-5%,-6%
NC(=O)CSc1ncnc2c1cnn2Cc1ccccc1,-24%,?,-9%,2%,5%,3%,-17%,2%
COC(=O)c1cc(=O)nc2sc(-c3ccc(F)cc3)nn12,nt,6%,?,nt,i,?,-2%,-1%
CN(c1cccc(NS(=O)(=O)c2cccs2)c1)S(C)(=O)=O,0%,18%,20µM*,3%,-9%,-5%,-6%,-12%
COc1ccc(NC(=O)COC(=O)/C=C/c2ccccc2[N+](=O)[O-])cc1OC,11%,-8%,-1%,10%,0%,5%,12%,-10%
CC(C)NC(=O)C1CCN(Cc2cnn(-c3ccccc3)c2-n2cccc2)CC1,-6%,6%,10%,4%,-2%,-7%,-8%,0%
N#Cc1c(Cl)nc(N/N=C/c2ccccc2)c(Cl)c1Cl,5%[1.84 µM],-2%,-4%,126%[activator],5%,-2%,-14%,-2%
COc1cc(C2NC(=O)NC(C)=C2C(=O)OCc2ccc(C)cc2)cc(OC)c1O (stereo not given),-3%,3%,3%,-3%,1%,-4%,-16%,-1%
CCCC(=O)Nc1ccc2c(c1)nc1n2CCN(C2CCCCC2)C1,4%,13%[46 µM],?,23%,i,?,-4%,-4%
COc1ccc(OC)c(/C=C/C(=O)NC2=NCCS2)c1,1%,nt,?,104%[activator],-9%,?,5%,-2%
CCOC(=O)C(C)Oc1ccc(NC(=O)C(Cl)Cl)cc1 (stereo not given),nt,nt,nt,-6%,-6%,-1%,-4%,-4%
O=C(O)CCc1nnc(SCC(=O)Nc2ccc(Cl)c(C(F)(F)F)c2)[nH]c1=O,11%,nt,17%,15%,24%,-4%,1%,0%
CCC1=C2CC[C@H]3C(=O)N(c4ccccc4)C(=O)[C@H]3[C@H]2[C@@]2(Cc3ccccc3)C(=NCCc3c[nH]c4ccccc34)OC(=O)N2C1=O,-9%,nt,-4%,11%,i,1%,2%,-4%
O=c1cc(O)c2sc3nc(C(F)(F)F)c4c(c3c2[nH]1)CCCCC4,-13%,?,-1%,9%,-25%,-17%,-14%,0%
O=[N+]([O-])c1ccc(C2=Nc3cc(Cl)ccc3OC2)cc1,-2%,-12%[46 µM],-4%,3%,i,3%,-4%,-6%
O=C(CSc1nc2ccccc2s1)Nc1ncccn1,-15%,-2%,-13%,13%,-3%,2%,-11%,2%
Cc1nc(SCC(=O)N2CCC(C(N)=O)CC2)n[nH]1,-6%,5%,5%,3%,-8%,5%,-5%,-3%
COc1cc(C(=O)N2CCC(NC(=O)C(Cc3ccc(C)cc3)NC(C)=O)CC2)cc(OC)c1OC (stereo not given),5%,-11%,6%,1%,0%,7%,1%,-2%
CCOc1ccccc1N1CCN(CC(=O)N(CC(C)C)c2c(N)n(CC(C)C)c(=O)[nH]c2=O)CC1,10%,4%[46 µM],-3%,-8%,4%,-10%,-8%,-1%
Cc1ccc(NC(=O)C(=O)NC(C)C2COc3ccccc3O2)cc1 (stereo not given),-2%,?,5%,-9%,0%,6%,-7%,1%
CCOc1ccccc1NC1c2ccccc2C(=O)N1c1ccc(C)cn1 (stereo not given),-6%,-19%,?,-2%,-13%,2%,-7%,0%
Cc1ccc(-c2c[n+](CC(=O)Nc3ccc(C)cc3C)c3n2CCC3)cc1,nt,nt,nt,1%,-3%,5%,-1%,-1%

# Compound profiles (already shown). Order of screens: SMN2 splice up | Lamin A splicing | ALDH1A1 block | GoLoco inh red | RECQ1 inh | JMJD2E inh | TRb-SRC2 inh | TR SRC2 fluor cs
# Listed for COc1cc(C(=O)N2CCC(NC(=O)C(Cc3ccc(C)cc3)NC(C)=O)CC2)cc(OC)c1OC (stereo not given) : 5% | -11% | 6% | 1% | 0% | 7% | 1% | -2%
# Listed for O=C(O)CCc1nnc(SCC(=O)Nc2ccc(Cl)c(C(F)(F)F)c2)[nH]c1=O : 11% | nt | 17% | 15% | 24% | -4% | 1% | 0%
# Listed for O=[N+]([O-])c1ccc(C2=Nc3cc(Cl)ccc3OC2)cc1 : -2% | -12%[46 µM] | -4% | 3% | i | 3% | -4% | -6%

# Returning to the listing with the five entries that preceded the break.
SMILES,SMN2 splice up,Lamin A splicing,ALDH1A1 block,GoLoco inh red,RECQ1 inh,JMJD2E inh,TRb-SRC2 inh,TR SRC2 fluor cs
COc1cc(C(=O)N2CCC(NC(=O)C(Cc3ccc(C)cc3)NC(C)=O)CC2)cc(OC)c1OC (stereo not given),5%,-11%,6%,1%,0%,7%,1%,-2%
CCOc1ccccc1N1CCN(CC(=O)N(CC(C)C)c2c(N)n(CC(C)C)c(=O)[nH]c2=O)CC1,10%,4%[46 µM],-3%,-8%,4%,-10%,-8%,-1%
Cc1ccc(NC(=O)C(=O)NC(C)C2COc3ccccc3O2)cc1 (stereo not given),-2%,?,5%,-9%,0%,6%,-7%,1%
CCOc1ccccc1NC1c2ccccc2C(=O)N1c1ccc(C)cn1 (stereo not given),-6%,-19%,?,-2%,-13%,2%,-7%,0%
Cc1ccc(-c2c[n+](CC(=O)Nc3ccc(C)cc3C)c3n2CCC3)cc1,nt,nt,nt,1%,-3%,5%,-1%,-1%
CC1Cc2nc(SCC(=O)NCC3CCCO3)n(Cc3ccccc3)c(=O)c2S1 (stereo not given),-9%,0%,?,8%,-2%,6%,1%,-1%
N#CCCN(C(=O)COC(=O)c1ccc(S(=O)(=O)Nc2ccccc2)cc1)c1ccccc1,3%,2%,-9%,7%,i,6%,-11%,-2%
O=C1Nc2c(Br)cc(Br)cc2C1(O)N1CCOCC1 (stereo not given),-10%,?,?,0%,6%,4%,-6%,-1%
CC(=O)N1N=C(c2cccc([N+](=O)[O-])c2)OC1(C)CC(=O)Nc1ccccc1 (stereo not given),2%,-11%,-2%,-3%,-5%,1%,8%,-5%
COc1cc(CO)c(Br)cc1OCC(=O)Nc1ccccc1C,-11%,nt,5%,-6%,-1%,7%,-6%,-1%
O=C(OC(C(=O)NC1CCCCC1)c1ccccc1)c1ccco1 (stereo not given),-9%,-13%,?,3%,8%,4%,5%,-7%
CCOc1cc(N)c(Cl)cc1C(=O)NCC1CN(Cc2ccc(F)cc2)CCO1 (stereo not given),nt,?,nt,2%,7%,nt,7%&2%,0%&0%
COc1ccc(CNC(=O)CSc2nc3nc(C)cc(C)n3n2)cc1,-7%,4%,3%,-3%,7%,-1%,-20%,-1%
